Source: PubChem
TPT1 inhibitor: inhibitors of Candida albicans tRNA 2'-phosphotransferase TPT1 | recombinant caTPT1, FP RNA substrate dephosphorylation | inhibition, % at 5 µM | 300,000 tested, 0.81% active | AID 1962;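 active means inhibition above the mean of all tested compounds plus 3 SD, set per screening campaign, cut at about 24% in these data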;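 further: plate controls were DMSO alone for no effect and ferristatin control at 100 nM for full effect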
ZTA counter: ZTA (EBV) inhibition in EBNA-1 counter-screen. P03206. ZTA-DNA binding, fluorescence polarization. inhibition, % at 11 µM. 320,000 tested, 0.15% active. AID 2234; in the data active means inhibition above about 33%
Target sequence (P03206 whole entry, looked up): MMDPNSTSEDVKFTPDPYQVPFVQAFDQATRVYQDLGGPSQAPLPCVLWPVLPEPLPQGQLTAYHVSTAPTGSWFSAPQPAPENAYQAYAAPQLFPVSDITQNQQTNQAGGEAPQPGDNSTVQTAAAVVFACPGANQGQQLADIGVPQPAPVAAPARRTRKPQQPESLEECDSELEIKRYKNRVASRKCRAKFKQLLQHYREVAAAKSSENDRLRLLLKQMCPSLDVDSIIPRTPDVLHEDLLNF
Yeast superoxide: lowers age-related superoxide in aged yeast cells; S. cerevisiae aged cells, superoxide DHE fluorescence; stronger effect = lower value; superoxide response (% of plate mean), % at 10 µM; 330,000 tested, 0.18% active;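 active means superoxide response under a set limit, about three screen SD below normal, cut at about 65% in these data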;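 further: yeast aged for seven days with compound at 30 °C before DHE staining; 100% = average MFI of all compound-treated wells on the plate with controls excluded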
PP1 counter: counter-screen for PP5 inhibitors: inhibitors of human PP1-alpha; P62136; purified PP1alpha, OMFP fluorescence; inhibition, % at 6.7 µM; 320,000 tested, 0.9% active; AID 2235;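 active means inhibition above the mean inhibition of all tested compounds plus 3 SD, computed separately for each screening campaign, cut at about 15% in these data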
Target sequence (P62136 whole entry, looked up): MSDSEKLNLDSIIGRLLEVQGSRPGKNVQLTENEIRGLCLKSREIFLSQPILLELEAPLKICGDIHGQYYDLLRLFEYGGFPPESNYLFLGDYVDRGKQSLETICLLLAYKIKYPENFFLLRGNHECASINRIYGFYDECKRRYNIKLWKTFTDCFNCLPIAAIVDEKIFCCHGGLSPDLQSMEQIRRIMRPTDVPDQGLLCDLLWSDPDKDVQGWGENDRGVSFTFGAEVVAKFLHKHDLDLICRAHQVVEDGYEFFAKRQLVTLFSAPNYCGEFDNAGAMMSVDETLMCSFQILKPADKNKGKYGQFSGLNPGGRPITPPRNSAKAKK
CTSL1 counter: blocks F. hepatica cathepsin L1 in PFM18AAP counter-screen; recombinant F. hepatica cathepsin L1, Z-Leu-Arg-MCA fluorescence; inhibition, % at 5.96 µM; 300,000 tested, 0.49% active;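 active means inhibition above the mean of all tested compounds plus 3 SD, set per screening campaign, cut at about 17% in these data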;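 further: 0% = plate median of test compound wells and 100% = 1 µM Z-Phe-Ala-diazomethylketone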
PP5 inh: blocks human protein phosphatase 5 activity; P53041; purified PP5c, OMFP substrate fluorescence; inhibition, % at 6.7 µM; 320,000 tested, 0.18% active;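 active means inhibition above the campaign's mean inhibition across all tested compounds plus 3 SD, cut at about 9.5% in these data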;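 further: 0% = DMSO only and 100% = 100 µM cantharidin control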
Target sequence (P53041 whole entry, looked up): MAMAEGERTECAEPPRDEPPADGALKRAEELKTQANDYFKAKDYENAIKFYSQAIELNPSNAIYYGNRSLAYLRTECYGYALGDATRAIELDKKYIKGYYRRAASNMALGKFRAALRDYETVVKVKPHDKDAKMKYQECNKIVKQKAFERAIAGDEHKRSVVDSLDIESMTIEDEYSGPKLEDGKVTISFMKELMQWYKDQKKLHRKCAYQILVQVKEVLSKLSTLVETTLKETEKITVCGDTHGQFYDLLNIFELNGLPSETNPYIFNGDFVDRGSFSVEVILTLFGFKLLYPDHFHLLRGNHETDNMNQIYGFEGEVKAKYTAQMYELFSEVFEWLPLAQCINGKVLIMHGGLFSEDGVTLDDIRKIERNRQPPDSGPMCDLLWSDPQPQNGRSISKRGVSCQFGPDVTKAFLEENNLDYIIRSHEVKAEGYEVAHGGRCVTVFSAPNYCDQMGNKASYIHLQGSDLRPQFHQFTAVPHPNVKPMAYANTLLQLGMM
JMJD2C inh: blocks human GASC-1 demethylase activity. Q9H3R0. GST-JMJD2C(1-420) H3K9me3 demethylation, DELFIA europium. inhibition, % at 2.35 µM. 330,000 tested, 0.069% active;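 active means more than half of a compound's replicate wells show inhibition beyond 50%, single wells judged on their own value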;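 further: signal counts dimethyl H3K9 product captured on neutravidin plate; 0% = median of DMSO wells and 100% = 0.3 times that DMSO median; strong numbers were not always called active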
core dimer inh: blocks dimerization of HCV core protein | TR-FRET GST/Flag-core106 dimerization, 1536-well | inhibition, % at 5 µM | 300,000 tested, 0.33% active | AID 1899;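 active means inhibition above the mean of all tested compounds plus 3 SD, set per screening campaign, cut at about 45% in these data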
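Test system: GST/Flag-tagged HCV core106 proteins; Medium: KF-containing HEPES buffer, pH 7.45, DTT, CHAPS, BSA; Times: compound-protein-antibody incubation 4 h at 22.5 °C; Detection: TR-FRET 671 and 617 nm emission; Benchmarks: wells lacking GST-core106 and wells with excess unlabelled core106.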
EBNA-1 inhibitor: blocks EBNA-1 binding to DNA | inhibition, % at 14.8 µM | AID 1950 | 300,000 tested, 0.34% active | EBNA-1 DNA binding, fluorescence polarization; in the data active means inhibition above about 28%
* = called active by the depositor; · = no result given. Outcome played no part in choosing rows; about 3.1% have a hit in one of these screens.

SMILES	TPT1 inhibitor	ZTA counter	Yeast superoxide	PP1 counter	CTSL1 counter	PP5 inh	JMJD2C inh	core dimer inh	EBNA-1 inhibitor
Cn1c(=O)oc2cc(S(=O)(=O)N3CCN(Cc4ccc5c(c4)OCO5)CC3)ccc21	0	-5	83	-5	-3	-1.8	-7	0	3
CCCCC(CC)C(=O)Nc1cc(C(=O)NCc2ccc(C)cc2)ccc1N1CCC2(CC1)CC(c1cccc(Br)c1)=NO2 (centres undefined)	6	-23	105	2	-5	3.0	4	-11	2
Cc1ccc(NC(=O)CSc2nnc(CNC(=O)c3ccccc3F)o2)cc1	-4	15	84	0	-1	2.4	3	6	9
CCOC(=O)c1c(C)[nH]c(C)c1S(=O)(=O)NCCc1sccc1C	-3	-13	86	-1	1	0.6	-13	-2	-4
O=C(Cn1nc(-c2ccccc2)c2ccccc2c1=O)NCCN1CCOCC1	0	4	85	-2	-1	3.0	3	-2	2
COc1ccccc1C(=O)NC1CCCc2ccccc21 (centres undefined)	-2	7	94	0	-1	0.6	1	5	0
COC(=O)c1cc(S(=O)(=O)N(C)C2CCCCC2)oc1C	3	-19	87	-3	-7	2.8	-6	1	-10
CCCCCOC(=O)CCN1C(=O)/C(=C2\SC(=S)N(CCC(=O)OCCCCC)C2=O)SC1=S	-1	-8	122	1	1	1.6	12	-1	1
Cc1cccc(C)c1N1C(=O)c2ccccc2C1=O	-4	-28	101	2	-4	1.9	5	-3	-5
O=C(NCc1cccc(Cl)c1)c1cccc(C(F)(F)F)c1	-1	-11	93	-2	3	1.8	-5	-3	-5
COc1ccc(NC(=O)CSc2nnc(C3CC3)n2C)cc1	1	-3	100	-2	3	1.5	16	3	-5
Cc1ccc(C(=O)Nc2ccccc2C(=O)N2CCCC2)cc1[N+](=O)[O-]	-2	-9	89	-3	-4	-3.5	-2	-3	8
CC(C)(C)c1ccccc1NC(=O)Cn1c(=O)cnc2ccccc21	2	11	116	-5	4	-0.6	4	11	1
Cc1cc(C)nc(NC(=O)NC(=O)c2ccccc2)n1	-4	2	87	0	-2	-0.4	5	10	9
Cc1noc(NS(=O)(=O)c2ccc(N/C=C/C(=O)c3ccncc3)cc2)c1C	-3	-8	115	-2	3	1.9	13	1	3
O=C(COC(=O)CCC1CCCC1)Nc1cccc(S(=O)(=O)N2CCOCC2)c1	3	9	109	-6	1	0.9	1	2	-18
Cc1occc1C(=O)Nc1cc(S(=O)(=O)N2CCOCC2)ccc1OC(C)C	·	7	81	0	·	0.2	8	·	·
COc1ccc(CNCC(O)COc2cccc3c2OC(C)(C)C3)cc1 (centres undefined)	2	-9	112	0	-2	0.0	1	-4	-5
O=C1CCCN1c1ccc(S(=O)(=O)NCc2ccco2)cc1	1	-9	110	-5	-2	1.3	1	-4	-14
O=C(Cn1cnc2ccccc2c1=O)Nc1ccc2c(c1)OCCO2	0	-1	125	-5	-5	1.9	-7	-1	2
O=S1(=O)CC2N=C(N(Cc3ccc(F)cc3Cl)c3ccccc3F)SC2C1 (centres undefined)	3	21	85	2	1	1.3	9	-2	3
O=C(COC(=O)Cc1ccc(F)cc1)NCc1ccco1	-1	-7	123	3	-5	1.2	3	6	7
COc1ccc(OC)c(NS(=O)(=O)c2ccc(NC(C)=O)cc2)c1	2	2	92	-3	-2	2.2	8	-3	-5
CNC(=O)c1ccsc1NC(=O)c1sc2ccccc2c1Cl	2	3	110	8	2	0.0	7	-57	10
O=C(O)CC(NC(=O)CCC1CCCCC1)c1cc([N+](=O)[O-])ccc1Cl (centres undefined)	2	-3	112	-1	6	2.2	-8	-3	-6
COc1cccc(C(=O)N2CCOCC2)c1	-1	1	96	-5	2	2.1	-26	2	-4
CCOC(=O)CSc1nnc(-c2cccnc2)n1C	-1	5	131	-1	-4	-2.2	16	-2	-10
O=C(CC1SC(=NCC2CCCO2)NC1=O)Nc1cc([N+](=O)[O-])ccc1Cl (centres undefined)	2	-9	115	-2	-2	-0.5	2	3	-1
C#CCOCCOCCOCCNc1nc(N2CCN(C(=O)C([C@@H](C)CC)n3cc(C(N)COC(=O)C(F)(F)F)nn3)CC2)nc(N2CCN(C(=O)[C@H](Cc3ccc(O)cc3)n3cc(C(N)[C@H](C)CC)nn3)CC2)n1 (some centres undefined)	-2	-13	99	2	-2	1.3	-292	-5	-6
Cc1ccc(Cl)cc1NC(=O)C(=O)N1CCCCC1	0	4	100	-7	1	1.8	6	7	3
O=C(CSc1nnc(-c2ccccn2)n1Cc1ccccc1)N1CCOCC1	-4	10	109	-3	1	-1.6	0	5	-6
O=C(c1ccco1)N1N=C(c2ccncc2)CC1(O)C(F)(F)F (centres undefined)	0	6	99	-2	1	2.9	-17	-1	-5
Cc1ccc(S(=O)(=O)NC(=O)NCc2ccc(F)cc2)cc1	0	-6	95	-2	0	-2.6	6	0	-6
Cc1nn(-c2ccccc2)c(C)c1CN(C)C(=O)c1ccc(S(=O)(=O)NCc2ccco2)cc1	·	5	108	-2	·	-1.2	·	·	·
Cc1ccc(NCN2C(=O)C3CC=CCC3C2=O)cc1 (centres undefined)	0	0	96	-1	-1	-0.5	6	-8	-1
CC(=O)NCCn1c(SCC(=O)c2ccccc2)nc2ccccc2c1=O	4	-8	108	1	-6	2.6	-22	3	-11
CC1=C(C(N)=O)C(c2ccccc2)n2nc(-c3cccs3)nc2N1 (centres undefined)	-1	6	107	-4	1	3.8	-7	-5	-6
Cc1ccc(NC(=O)CCNS(=O)(=O)c2ccc3c(c2)oc(=O)n3C)c(C)c1	0	-7	91	-2	-3	1.6	-4	-8	2
COCCCNC(=S)N1CCN(c2nc(-c3ccc(F)cc3)cs2)CC1	-1	4	103	-3	0	2.8	-12	12	-14
CCOc1ncccc1C(=O)Nc1cc(C(F)(F)F)ccc1N1CCOCC1	·	7	98	0	·	2.5	2	·	·
Cc1ccnc(Nc2nc(-c3ccccc3)cs2)c1	-3	-2	101	-3	-4	4.4	-25	1	-7
CC1CCCCC12NC(=O)N(CC(=O)c1ccc[nH]1)C2=O (centres undefined)	14	8	108	3	0	0.9	3	41	3
Cn1c(C(O)c2ccc3c(c2)OCO3)nc2ccccc21 (centres undefined)	-3	5	91	-3	-24	-0.3	-14	0	2
CC1CN(C(=O)CSc2nnc(-c3ccccc3)o2)CC(C)O1 (centres undefined)	-1	3	103	-2	-1	0.2	11	1	-6
CCN(Cc1ccc(OC)c(F)c1)C(=O)C1CCCO1 (centres undefined)	0	5	86	-3	-2	-0.1	-1	6	0
Cc1c(C)n(CC(O)CNCCO)c2ccccc12 (centres undefined)	0	-12	89	-1	-4	1.6	-1	-14	-4
C=CCOc1cccc(C2NC(=O)c3ccccc3O2)c1 (centres undefined)	1	-3	93	0	4	2.0	-10	4	-6
NC(=S)N/N=C/c1ccc(OC(=O)c2cccnc2)cc1	-3	1	141	0	4	-0.5	10	5	10
Cc1ccc(C)c(NC(=O)CCC(=O)OC(C(=O)c2ccccc2)c2ccccc2)c1 (centres undefined)	-1	0	106	-2	-27	0.2	28	4	5
Cc1ccc(OCC(=O)NCCCNC(=O)c2cnccn2)cc1C	3	0	102	-5	-2	0.0	-5	-12	-17
COC(=O)c1ccc(NC(=O)COc2coc(CN3CCc4ccccc43)cc2=O)cc1	-2	1	100	-2	1	3.0	11	8	9
CCOc1ccc(-n2c(COc3ccc(C)cc3)nnc2SCC(N)=O)cc1	3	-6	117	0	0	0.9	8	-3	9
CCc1cc(C(=O)N2CCCC(C(=O)c3ccc(OC)c(F)c3)C2)n(C)n1 (centres undefined)	1	-12	94	1	-1	3.2	4	-3	-2
COCCn1c(SCC(=O)NCc2ccco2)nnc1-c1c[nH]c2ccccc12	-3	-34	98	2	7	4.7	4	-9	-17
COc1ccc(C2N(C(=O)N3CCOCC3)CCN2S(=O)(=O)c2ccc(C)cc2)cc1 (centres undefined)	3	-1	103	-3	1	3.5	-2	-3	-5
CCNC(=O)CSc1nc2ccccc2c(=O)n1-c1cc(OC)ccc1OC	0	2	97	-4	-15	-3.5	0	2	5
Cc1ccc(C23CC4CC(CC(CC(=O)NC(C)(C)CO)(C4)C2)C3)cc1	0	-9	99	4	-1	3.5	-7	-6	-22
Cc1ccc(NC2=NC(c3ccc(F)cc3)n3c(nc(C)cc3=O)N2)c(C)c1 (centres undefined)	4	-2	115	-9	-2	0.0	60	-4	-3
CNC(=S)Nc1ccc2[nH]c(=O)[nH]c2c1	0	-19	105	1	0	-2.8	-3	-3	-4
CCCC(C)NC(=O)c1sc2nc3n(c(=O)c2c1C)CCC3 (centres undefined)	0	10	95	2	1	0.3	-7	-1	2

New compounds follow.
SMILES	TPT1 inhibitor	ZTA counter	Yeast superoxide	PP1 counter	CTSL1 counter	PP5 inh	JMJD2C inh	core dimer inh	EBNA-1 inhibitor
Cc1csc(NC(=O)C2CCCC2)n1	2	-6	94	2	-6	0.3	9	1	-33
CN(C(=O)/C(N=Nc1cccc(C(F)(F)F)c1)=C(\O)C(F)(F)F)c1ccccc1	-1	-10	101	1	6	4.8	-7	-3	3
COc1cccc(/C=C/C2=CC(C)(C)NC(=S)N2)c1	3	6	101	2	0	3.0	-5	2	-6
CCCCC(CC)C(=O)Nc1ccccc1C#N (centres undefined)	0	2	107	1	4	-0.9	-10	0	7
Cc1cc(-c2ccc(C(C)C)c(S(=O)(=O)Nc3ccccn3)c2)on1	2	2	111	-1	1	0.6	-2	3	-14
O=C(c1ccc(=O)[nH]n1)N1CCN(S(=O)(=O)c2ccc3ccccc3c2)CC1	3	8	101	-6	0	1.0	-22	7	7
O=C(O)c1ccc(-c2nc(-c3ccc(Cl)c(Cl)c3)cs2)cc1	-4	-9	71	3	3	0.2	12	9	8
COc1ccccc1N1CCN(/N=C/C=C/c2ccccc2[N+](=O)[O-])CC1	-2	-19	110	2	7	4.1	-7	-14	-16
O=C(c1cccc(C(F)(F)F)c1)C1CCCN(C(=O)CCn2cnnn2)C1 (centres undefined)	1	4	96	-3	-2	-0.7	-10	-4	-3
O=C(CN1C(=O)C2C3c4ccccc4C(c4ccccc43)C2C1=O)Nc1ccccc1C(=O)O (centres undefined)	0	9	81	1	-2	0.5	7	1	2
Cc1ccc(/C=N/N2CCN(Cc3ccc(Cl)cc3)CC2)o1	1	11	96	3	0	-1.5	6	2	5
C/C(O)=C\c1nc2ccccc2oc1=O	-1	-10	97	0	1	2.7	-1	-3	12
CC(C)c1ccc(/C=N/NC(=O)c2nnn(-c3nonc3N)c2CSC2=NCCS2)cc1	-1	-8	94	7	0	3.5	-8	7	10
COc1c(Cl)cc(C(=O)Nc2ccc(Cl)cn2)cc1Cl	-4	8	110	4	6	4.2	4	8	10

In another format: results already given.
compound | TPT1 inhibitor | ZTA counter | Yeast superoxide | PP1 counter | CTSL1 counter | PP5 inh | JMJD2C inh | core dimer inh | EBNA-1 inhibitor
O=C(c1ccc(=O)[nH]n1)N1CCN(S(=O)(=O)c2ccc3ccccc3c2)CC1 | 3 | 8 | 101 | -6 | 0 | 1.0 | -22 | 7 | 7
O=C(O)c1ccc(-c2nc(-c3ccc(Cl)c(Cl)c3)cs2)cc1 | -4 | -9 | 71 | 3 | 3 | 0.2 | 12 | 9 | 8
COc1c(Cl)cc(C(=O)Nc2ccc(Cl)cn2)cc1Cl | -4 | 8 | 110 | 4 | 6 | 4.2 | 4 | 8 | 10
O=C(c1cccc(C(F)(F)F)c1)C1CCCN(C(=O)CCn2cnnn2)C1 (centres undefined) | 1 | 4 | 96 | -3 | -2 | -0.7 | -10 | -4 | -3

Entries of single compounds, looked up by structure. Screens in order: TPT1 inhibitor, ZTA counter, Yeast superoxide, PP1 counter, CTSL1 counter, PP5 inh, JMJD2C inh, core dimer inh, EBNA-1 inhibitor
CN(C(=O)/C(N=Nc1cccc(C(F)(F)F)c1)=C(\O)C(F)(F)F)c1ccccc1 across the screens: -1, -10, 101, 1, 6, 4.8, -7, -3, 3
Cc1csc(NC(=O)C2CCCC2)n1 across the screens: 2, -6, 94, 2, -6, 0.3, 9, 1, -33
